Bioassay records from PubChem.
FLuc inh: blocks purified firefly luciferase enzyme activity; P08659; purified P. pyralis luciferase, luminescence, biochemical; Potency, µM (titrated, usually from 115 µM), inactives show at the top dose activity change, negative = inhibition, actives largely listed as inhibitors; 76,000 tested, 2.5% active; AID 1347043; note: potency is the fitted concentration of half-maximal effect; nearly all actives have a fitted effect of over 65% in size
Target sequence (P08659 whole entry, looked up): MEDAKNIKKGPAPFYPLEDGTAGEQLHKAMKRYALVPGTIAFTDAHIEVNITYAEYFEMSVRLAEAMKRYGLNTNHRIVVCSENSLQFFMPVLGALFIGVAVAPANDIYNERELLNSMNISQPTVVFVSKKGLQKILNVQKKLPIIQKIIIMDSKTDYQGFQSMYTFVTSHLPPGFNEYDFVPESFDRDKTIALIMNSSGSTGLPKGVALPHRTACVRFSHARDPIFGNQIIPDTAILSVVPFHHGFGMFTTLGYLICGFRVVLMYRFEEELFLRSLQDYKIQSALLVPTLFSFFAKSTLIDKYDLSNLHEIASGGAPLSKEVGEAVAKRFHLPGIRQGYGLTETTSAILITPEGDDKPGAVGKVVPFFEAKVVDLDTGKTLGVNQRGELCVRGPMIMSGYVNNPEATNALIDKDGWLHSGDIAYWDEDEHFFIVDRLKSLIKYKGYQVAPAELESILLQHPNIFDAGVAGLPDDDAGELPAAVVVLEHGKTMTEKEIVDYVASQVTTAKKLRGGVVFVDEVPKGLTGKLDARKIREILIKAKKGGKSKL
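Inhibitors were tested against purified firefly luciferase in a biochemical, low-substrate format (both substrates at 10uM) and luminescence measured with a CCD imager.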
GPT2 inh: inhibitors of human GPT2 alanine aminotransferase; Potency, µM (doses to about 57.7 µM), for inactives: top-dose activity change, negative = inhibition, hits mostly inhibitors; 100,000 tested, 0.25% active; Q8TD30; Recombinant GPT2, coupled pyruvate oxidase/HRP Amplex Red fluorescence; note: potency is the fitted concentration of half-maximal effect; nearly all actives have a fitted effect of over 60% in size; many of its hits are not listed in these tables
Target sequence (Q8TD30 whole entry, looked up): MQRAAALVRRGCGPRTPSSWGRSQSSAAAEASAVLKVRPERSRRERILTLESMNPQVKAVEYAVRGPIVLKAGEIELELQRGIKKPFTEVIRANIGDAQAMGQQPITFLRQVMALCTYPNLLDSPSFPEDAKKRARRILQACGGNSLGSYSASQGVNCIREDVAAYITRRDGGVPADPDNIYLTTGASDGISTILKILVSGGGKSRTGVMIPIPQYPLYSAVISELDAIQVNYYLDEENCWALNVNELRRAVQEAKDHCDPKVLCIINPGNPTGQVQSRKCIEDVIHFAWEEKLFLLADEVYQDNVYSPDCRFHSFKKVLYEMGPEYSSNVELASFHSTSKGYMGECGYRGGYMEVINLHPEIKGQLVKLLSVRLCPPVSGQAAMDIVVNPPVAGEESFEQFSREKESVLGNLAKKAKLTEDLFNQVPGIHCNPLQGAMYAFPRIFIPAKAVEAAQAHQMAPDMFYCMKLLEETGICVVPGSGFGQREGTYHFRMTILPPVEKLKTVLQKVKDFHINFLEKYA
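Fluorescence of coupled pyruvate oxidase/HRP/Amplex Red system (50uM Amplex, 30 min, dark) reports pyruvate formed by GPT2. Enzyme reaction: 10ng/uL GPT2, 2mM L-alanine, 250uM a-KG, 30 min room temperature, pH 7.5; 50uM AOA control.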
3T3 cytotox: cytotoxic compounds in NIH 3T3 cells; NIH 3T3 viability, CellTiter-Glo ATP luminescence, 48-72 h; Potency, µM (doses to about 96.7 µM), without a hit: at the highest dose activity change, negative = cytotoxicity, actives largely listed as inhibitors; 94,000 tested, 4.3% active; AID 1345082; note: potency is the fitted concentration of half-maximal effect; nearly all actives have a fitted effect of over 55% in size
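Cytotoxicity was measured by CellTiter-Glo ATP luminescence after 48 or 72 h compound exposure at 37 °C. Mouse NIH 3T3 fibroblasts were seeded at 400 cells/well and dosed by 23 nL pin transfer.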
SNCA expr inh: reduces expression of the alpha-synuclein gene; 140,000 tested, 0.17% active; Potency, µM (top dose mostly 57.2 µM), for inactives: at the top dose activity change, negative = inhibition, hits mostly inhibitors; HEK-293 SNCA-luciferase knock-in, luminescence, 24 h; AID 1671194;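 note: potency is the fitted concentration of half-maximal effect; plate controls were DMSO cells for no effect and cell-free wells for full effect; nearly all actives have a fitted effect of over 45% in size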
SNCA viab count: reduces viability of HEK-293 SNCA reporter cells. HEK-293-SNCA-luc viability, GF-AFC fluorescence, 24 h. Potency, µM (highest dose often 57.1 µM), inactives show top-dose activity change, negative = cytotoxicity, most hits filed as cytotoxic. 150,000 tested, 0.12% active;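 note: potency is the fitted concentration of half-maximal effect; 0% = DMSO-treated cells and -100% = medium-only wells without cells; nearly all actives have a fitted effect of over 30% in size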
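Cytotoxicity counterscreen: after 24 h compound treatment of genome-edited SNCA-luciferase HEK-293 cells, live-cell protease substrate GF-AFC read by fluorescence after 30 min; activity scaled between DMSO (0%) and medium-only (-100%), curves Hill-fitted.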
IP6K1 inhibitor: IP6K1 kinase inhibition; Q92551; IP6K1 kinase, ADP-Glo luminescence, 2 h; hits give low values; activity change, % (series mostly up to about 58 µM); 140,000 tested, 0.81% active; AID 1645851; in the data active = activity change below about -25%
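ADP-Glo luminescence measures ADP made by human IP6K1 during a 2 h RT reaction with ATP/IP6 (mix at 1.3 mM/130 uM); top library doses 57.5 and 19.1 uM final.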
HEK cytotox: HEK 293 cell cytotoxicity; HEK 293 viability, ATP luminescence (CellTiter-Glo), 48-72 h; Potency, µM (doses to about 115 µM), for the others: top-dose activity change, negative = cytotoxicity, most hits filed as inhibitors; 94,000 tested, 6.6% active; AID 1345083; note: potency is the fitted concentration of half-maximal effect; nearly all actives have a fitted effect of over 60% in size
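HEK 293 seeded at 250 cells/well receive compound via pintool. After 48 or 72 hr at 37 degree Celsius, 5% CO2 and 95% humidity, CellTiter-Glo is dispensed and luminescence read following 10 min at room temperature.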
Numbers without * were called inactive; i = inactive; ? = inconclusive; · = no result given; [ ] = dose if it differs, or a comment. Unless noted, calls come from the whole dose curve; as a rule, active = well fitted curve in the direction sought with a large enough effect; inconclusive = small, poorly fitted or top-dose-only effect, or another doubt; inactive = no such curve, though single readings can be large; an effect the other way counts as inactive or inconclusive. Unless noted, % is set by controls: 0 for no effect and ±100 for the full control effect. Not all compounds are listed, so the mix of outcomes need not match the whole.

The opening seven records as a preview:
SMILES	FLuc inh	GPT2 inh	3T3 cytotox	SNCA expr inh	SNCA viab count	IP6K1 inhibitor	HEK cytotox
COc1cccc(Cn2nnc(C(=O)NCc3ccc(Cl)cc3Cl)c2N)c1	·	·	·	-4%	-5%	23	·
CC(C)NC(=O)N1CCC2(CC1)CC(c1cccc(C(F)(F)F)c1)=NO2	·	·	-11%	·	·	-2	?
CCCn1c(=O)c2sccc2n2c(CCCC(=O)N3CCN(c4ccc(OC)cc4)CC3)nnc12	·	·	·	-7%	-10%	-16	·
COC(=O)c1cccnc1-n1c(=O)c2cccnc2n(CC(=O)Nc2cccc(C)c2)c1=O	·	·	·	8%	9%	27	·
NC(=O)NCCC(=O)N1CCc2onc(-c3cccc4ccccc34)c2C1	3%	i	-25%	?	3%	-6	-28%
COCCOCc1nc(C2CCCCN2C(=O)Nc2ccccc2)no1 (stereo not given)	-3%	-5%	-23%	?	5%	17	-11%
Cc1nnc(NC(=O)CSc2nc3c([nH]c4ccccc43)c(=O)n2-c2ccccc2)s1	·	·	·	?	10%	16	·

The listing, from the first entry:
SMILES	FLuc inh	GPT2 inh	3T3 cytotox	SNCA expr inh	SNCA viab count	IP6K1 inhibitor	HEK cytotox
COc1cccc(Cn2nnc(C(=O)NCc3ccc(Cl)cc3Cl)c2N)c1	·	·	·	-4%	-5%	23	·
CC(C)NC(=O)N1CCC2(CC1)CC(c1cccc(C(F)(F)F)c1)=NO2	·	·	-11%	·	·	-2	?
CCCn1c(=O)c2sccc2n2c(CCCC(=O)N3CCN(c4ccc(OC)cc4)CC3)nnc12	·	·	·	-7%	-10%	-16	·
COC(=O)c1cccnc1-n1c(=O)c2cccnc2n(CC(=O)Nc2cccc(C)c2)c1=O	·	·	·	8%	9%	27	·
NC(=O)NCCC(=O)N1CCc2onc(-c3cccc4ccccc34)c2C1	3%	i	-25%	?	3%	-6	-28%
COCCOCc1nc(C2CCCCN2C(=O)Nc2ccccc2)no1 (stereo not given)	-3%	-5%	-23%	?	5%	17	-11%
Cc1nnc(NC(=O)CSc2nc3c([nH]c4ccccc43)c(=O)n2-c2ccccc2)s1	·	·	·	?	10%	16	·
CCOc1ccc(CNC(=O)C2CCN(c3nnc(-n4cccc4CNc4ccc(C)cc4)s3)CC2)cc1OC	·	·	·	44%[activator]	1%	-11	·
O=C(NCCCc1ccccc1)c1nc2sccn2c1-c1cccc(C(F)(F)F)c1	·	-10%[88.5 µM]	?	?	4%[87.6 µM]	10	50µM*
Cc1cccnc1C(=O)N1C[C@@H](CO)[C@H](c2nc(C3CC3)no2)C1	0%	i	i	13%	2%	-7	i
CCCCS(=O)(=O)N[C@@H]1CN(Cc2ccncc2)C[C@H]1CN(C)C	-13%	i	-15%	28%	5%	5	-18%
CCOc1ccccc1C1CC(=O)NC(C)=C1C(=O)OC1CCCCCC1 (stereo not given)	·	·	·	-28%	-24%	7	·
COc1ccccc1OCCNC(=O)C1CCCN(Cc2ccncc2)CCC(=O)NCC1 (stereo not given)	3%	i	-2%	12%	-1%	7	i
COC(=O)[C@H](NC(=O)[C@@H]1C[C@H](NC(=O)Nc2ccc(OC)cc2)CN1C(=O)c1cccn1C)C(C)C	-6%	0%	0%	-7%	-6%	-2	-13%
Cc1nc2c(c(-c3ccc(O)cc3)n1)CN(C(=O)c1ccc(Cl)nc1)CCC2	7%	i	-17%	15%	9%	12	-4%
COC(=O)c1cn([C@H]2CO[C@H]3[C@@H]2OC[C@@H]3NCc2ccccc2)nn1	-1%[172 µM]	i	3%[174 µM]	-6%[87.6 µM]	6%[87.6 µM]	-9	0%[172 µM]
COc1ccccc1-n1c(=O)c(C(=O)N2CCN([S+](=O)([O-])c3c(C)noc3C)CC2)nc2cccnc21	·	3%	-3%	8%	2%	13	4%
CC1CCc2c(sc(NC(=O)COc3ccccc3C(C)(C)C)c2C#N)C1 (stereo not given)	·	·	·	-12%	0%	-9	·
CCN(Cc1ccccc1)C(=O)CCC[C@@H]1[C@H]2CCCN3CCC[C@@H](CN1C(=O)c1ccccc1)[C@@H]23	-1%	1%	-23%	-28%	3%	1	?
COc1ccc2c(c1)CN(CC1CC1)C(=O)CCN2CC(O)C(F)(F)F (stereo not given)	·	·	?	·	·	-10	-21%
O=C(NCc1cccc(F)c1)c1cnc2n1CCN(CCc1ccccc1)CC2	-1%[172 µM]	i	?	?	-21%[87.6 µM]	-1	?
COc1ccc(N2CCN(C(=O)CCc3c(C)nc4c(-c5ccccc5)c(C)nn4c3C)CC2)cc1	·	·	·	1%	-4%	-7	·
Cc1cc(C(=O)N2Cc3nnc(C)n3C(C)C2)c(-c2ccccc2)o1 (stereo not given)	-3%	i	4%	-1%	5%	7	-1%
CN1CC(=O)N(C2CCCNCC2)Cc2c1ncnc2N1CCC(N2CCCC2)CC1 (stereo not given)	·	-6%	3%	5%	3%	-16	1%
Cc1c(-c2ccccc2)c(=O)oc2ccc(OC(=O)N3CCOCC3)cc12	·	·	·	9%	-9%	-14	·
COc1cccc(CN(Cc2ccccc2)[C@H]2C[C@H]3CCOC[C@@]3(c3ccccc3)C2)c1	·	·	-21%	·	·	-8	?
CNC(=O)[C@@H](C1CCCCC1)N1CCC[C@H]1C(=O)N1CCC1	-2%[172 µM]	?	3%[174 µM]	-25%[87.6 µM]	1%[87.6 µM]	-9	i
COc1cc(CN2CCC(C)(NC(C)=O)CC2)cc(-c2ccc3[nH]ncc3c2)c1	4%[172 µM]	3%[88.5 µM]	?	-9%[87.6 µM]	-10%[87.6 µM]	-6	?
Cc1noc(C)c1CCCNC(=O)CCC[C@@H]1[C@H]2CCCN3CCC[C@@H](CN1C)[C@@H]23	5%	i	i	-1%	5%	-13	0%
COC(=O)c1ccc2nc(CO[C@H]3CN(Cc4ccccc4)C[C@H]3F)[nH]c2c1	-2%[172 µM]	i	?	7%[87.6 µM]	0%[87.6 µM]	-14	?
CCc1nn(-c2ccccc2)c(Oc2cccc(C)c2)c1CCC(=O)N1CCOCC1	-2%	5%	?	?	-24%	24	40µM*
Cc1cc(C)n(-c2ccc(NC(=O)C3CCN(Cc4nnc(C)o4)CC3)cc2)n1	-11%	-27%	?	-11%	-4%	0	-16%
COc1cccc(-c2cc(C(=O)N3CCC4(CC3)[C@H](O)C[C@@H]4OC)[nH]n2)c1	-9%	4%	-6%	-4%	-8%	6	-13%
Cc1cc(N2CCNC(c3ccccc3)C2)n2nc(C)c(C)c2n1 (stereo not given)	-16%	5%	?	-5%	?	-14	?
C#CCNC(=O)c1cc(C(C)(C)C)nc2c1cnn2C	·	i	?	?	-5%[12.5 µM]	7	?
CC(C)NC(=O)N1CCn2c(nnc2C2CCCN2)C1 (stereo not given)	·	0%[88.5 µM]	i	5%[87.6 µM]	-2%[87.6 µM]	0	i
CCc1ccc(CNC(=O)c2c(C)oc3ncn(CC(C)C)c(=O)c23)cc1	·	·	·	-5%	0%	-7	·
COc1cccc(CNC(=O)CN2C(=O)COc3ccc(S(=O)(=O)N4CCOCC4)cc32)c1	·	·	·	-11%	-7%	15	·
Cc1ccc(-n2ncc3c(NC4CCCCCC4)ncnc32)cc1	·	·	·	108%[activator]	0%	8	·
COC(=O)c1nnn(CC(=O)NC(=O)Nc2ccccc2F)c1C(=O)OC	·	·	·	-9%	14%	20	·
CC1=C(c2ccc(C(C)C)cc2)S(=O)(=O)NC1=NCCCN1CCN(c2ccccc2F)CC1	·	·	·	14%	0%	-11	·
O=C1CCN(S(=O)(=O)c2ccccc2)CCCN(C(=O)C2CCOCC2)CCN1	0%	i	-8%	-29%	-9%	-3	-4%
O=C(CSc1nc2ccccc2n1Cc1ccccc1)NCc1ccccc1	·	·	·	-9%	9%	16	·
CC1=C[C@@H](CN2CCC(C(N)=O)CC2)[C@H](C(C)C)C[C@H]1Cc1nnc(C(C)(C)C)o1	-15%[172 µM]	-2%[88.5 µM]	?	24%[87.6 µM]	2%[87.6 µM]	8	?
O=C(COc1ccccc1)N1CCCC1c1nc(CCOCC2CCOCC2)no1 (stereo not given)	·	i	-15%	10%	2%	0	0%
O=C(NCc1cccnc1)c1nc(-c2ccc(Cl)cc2Cl)c2cnccn12	·	-16%	?	-11%	-12%	-14	?
COc1ccc(Br)cc1CNC(=O)CCc1cn(Cc2ccc(C)cc2)c2ccccc12	·	·	·	-28%	1%	-12	·
O=C(Cn1ccn2nc(-c3ccc(F)cc3)c(CO)c2c1=O)Nc1ccccc1Cl	2%	i	2%	-7%	2%	3	?
CCCNC(=O)CCC1CCCN(S(=O)(=O)c2ccc(C)cc2)C1 (stereo not given)	·	-9%	-31%	-3%	-15%	5	?
Cc1ccc(CNC(=O)C2CCC(CNS(=O)(=O)c3ccc(C)cc3)CC2)cc1 (stereo not given)	·	·	·	10%	-1%	2	·
(list continues)
SMILES	FLuc inh	GPT2 inh	3T3 cytotox	SNCA expr inh	SNCA viab count	IP6K1 inhibitor	HEK cytotox
CCN1CCCCC12Cc1ccccc1CN(C(=O)CCCN(C)C)C2 (stereo not given)	·	4%	-13%	-17%	-19%	-11	-7%
O=C(CC[C@H]1NC(=O)c2ccccc2NC1=O)Nc1ncn[nH]1	-1%	i	i	-5%	2%	7	i
CN1CCN(C(=O)c2csc(N3CCN(c4ccc(Cl)cc4)CC3)n2)CC1	?	i	?	9%	-25%	-7	?
CCc1nc(-c2c3n(c(=O)n(CC(=O)Nc4cccc(C#N)c4)c2=O)CCCC3)no1	11%	i	i	14%	7%	46	-7%
CNC(=O)[C@@H]1CN(C(=O)c2ccncn2)C[C@H]1c1n[nH]c(C)n1	-7%	-22%	i	20%	9%	5	4%
COc1ccc(Cl)cc1C(=O)N[C@@H]1CN(c2ncccn2)C[C@H]1CN(C)C	3%	-10%	-11%	-9%	-2%	21	-16%
Cc1noc2c(N3CC[S+](=O)([O-])CC3)cc(-c3ccc(Cl)cc3)nc12	6%[172 µM]	1%[88.5 µM]	10µM*	16%[87.6 µM]	-3%[87.6 µM]	0	?
CCCn1nccc1C(=O)N1CCCC(CCc2cccc(C(F)(F)F)c2)C1 (stereo not given)	10%	2%	?	?	-13%	-6	25µM*
Cc1ccc(N(C)C(=O)C2CCN(S(=O)(=O)c3c(C)noc3/C=C/c3c(C)cc(C)cc3C)CC2)cc1	·	·	·	1%	0%	-11	·
Cc1noc([C@@H]2CC(F)(F)CN2C(=O)c2n[nH]c3ccccc23)n1	-20%	?	-20%	12%	-10%	-3	2%
Cc1cccc(-n2nc(-c3c(C)nc4scc(CC(=O)NCCC(C)C)n4c3=O)cc2C)c1	-2%	i	?	-17%	-6%	9	-25%
